Yfh1-off respiration: mitochondrial function rescue without frataxin homolog – Friedreich's ataxia, plus single-dose screen, dose response (AID 1465); S. cerevisiae Yfh1-off respiration, WST-1 reduction, 72 h; higher fold induction means a stronger effect; actives 0.074% (n = 220,000); fold induction at 50 µM; hits with a dose series show EC50 in µM;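 active = fold induction of absorbance versus untreated yeast above a set limit, then at least 30% activation at any dose in follow-up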;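 also: activators that raise dye reduction in frataxin-depleted yeast; strong numbers were not always called active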
Lipid droplet: modulators of hepatic lipid droplet formation; actives 0.4% (n = 240,000); AML12 mouse hepatocytes, oleate lipid droplets, BODIPY imaging; AID 1656; inhibition, % at 6.5 µM;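 active = lipid droplet intensity inhibited by at least 50%, with more than 500 cells counted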
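Test system: AML12 hepatocytes (mouse); reagent: oleate loading, 100 µM; dosing: one dose, 6.5 µM compound; incubation: overnight exposure; signal: fluorescence imaging, 20x objective, two fields per well; read-out basis: % inhibition of corrected integrated BODIPY droplet signal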
MT stabilize HCS: microtubule stabilization, imaging screen; % tubulin-high responders, % at 10 µM; HeLa tubulin immunostaining HCS, 24 h; share of cells brighter than vehicle mean+2SD; actives 0.83% (n = 200,000);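 active = plate Z-score above 3 for both tubulin-high and condensed-nucleus cell shares, with cell loss under 80%, at 10 µM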;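 also: anti alpha tubulin signal scored within the nucleus-defined area of each cell; some results filed as inactive read as strong as hits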
NOD2 inhibition: inhibition of NOD2-driven NF-kB reporter – cell-based, luminescence, uHTS, HEK293 (AID 1566); HEK293 NOD2/NF-kB luciferase reporter, luminescence; higher % means a stronger effect; inhibition, % at 4 µM, or EC50 in µM where a hit was titrated; actives 0.63% (n = 290,000); in the data active = inhibition above about 50%; also: many of its hits are not listed in these tables
WT yeast gro inh: growth inhibition of WT yeast, mitochondrial fusion screen; mitochondrial fusion phenotypic screen, WT strain; actives 2.1% (n = 190,000); inhibition, % at 10 µM; AID 1362; in the data active = inhibition above about 58%; tested in S. cerevisiae
Autophagy HCS: autophagy modulation, high-content screen. AID 463193. calls only at 10 µM (by protocol). MEF GFP-LC3 puncta imaging; test concentration mostly 10 µM. actives 0.98% (n = 190,000);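 active = percentage of spot-positive cells more than 3 SD above its plate mean, without a fluorescence outlier flag or 80% toxicity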;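 also: spot-positive cell cutoff set from DMSO-treated cells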
Ins promoter up: MIN6 insulin promoter up-regulation; MIN6 insulin promoter-GFP reporter, high-content imaging; active compounds read high; z-score at 5 µM; actives 0.3% (n = 190,000); AID 1625;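 active = z-score above 3 at 5 µM with at least 500 cells counted in the well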
Dynein transport: dynein cargo transport inhibition; z-score, hits read low; actives 0.47% (n = 220,000); 3617.4 mouse cells, GR-EGFP nuclear translocation imaging; test concentration mostly 20 µM; stimulated with dexamethasone, 1 µM; active compounds read low;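 active = plate z-score of nuclear minus cytoplasmic receptor signal below a set negative limit, without overly bright fluorescence or cell loss, cut at about -3.5 in these data, passing the limit was not always enough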;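 also: z-score of nuclear minus cytoplasmic ring GR-EGFP intensity difference per well; some compounds called inactive have numbers as strong as hits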
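Buffer or medium – tet-free medium with charcoal-stripped serum · Signal – automated 10x imaging of fixed Hoechst-stained cells · Also added – dexamethasone agonist, 1.0 µM final, for 30 min · Incubation – induction 48 h, compound 1 h, agonist 30 min · Read-out – GR-EGFP nuclear translocation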
b-catenin transl: beta-catenin nuclear translocation modulation. HeLa beta-catenin nuclear translocation, immunofluorescence imaging. nuclear translocation activity, % at 5 µM. actives 0.3% (n = 190,000). AID 1665;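 active = nuclear translocation activity above 50% at 5 µM, with a well cell count of 50 or more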;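 also: per-cell ratio of nuclear to cytoplasmic median beta-catenin stain intensity; plate controls were DMSO negative control for no effect and GSK-3 inhibitor IX positive control for full effect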
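test system = HeLa cells, endogenous beta-catenin | dosing = single 5 µM dose plus 0.02–20 µM confirmation series | times = compound treatment 24 h, 37°C, 5% CO2 | technique = beta-catenin immunofluorescence imaging with DAPI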
WT yeast gro inh mutant strain: recorded beside WT yeast gro inh, whose call it bears; inhibition, %; mitochondrial fusion phenotypic screen, mutant strain inhibition
Dynein transport cytoplasmic EGFP: recorded beside Dynein transport, whose call it bears; z-score; measured here: cytoplasmic GR-EGFP intensity; active compounds read high
Dynein transport nuclear GR-EGFP: recorded beside Dynein transport, whose call it bears; z-score; measured here: nuclear GR-EGFP intensity;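 lower value marks the stronger effect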
Dynein transport cell count: also measured in Dynein transport; calls as there; z-score; measured here: cell count per field
Ins promoter up cell count: recorded beside Ins promoter up, whose call it bears; cell count; measured here: cytotoxicity, nuclei count;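 total cells summed across four imaged fields per well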
Lipid droplet cells 6.5 µM: second read-out of Lipid droplet, no call of its own (marks repeat the call); cell count; measured here: cell count, cytotoxicity flag;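 cells counted across two imaged fields per well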
b-catenin transl cell count 5 µM: further read-out of b-catenin transl, marked with its call; cell count; measured here: cell count, cytotoxicity flag
MT stabilize HCS Hoechst-high %: recorded beside MT stabilize HCS, whose call it bears; % Hoechst-high responders; measured here: nuclear condensation Hoechst responders;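 share of cells brighter than vehicle mean plus two SD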
MT stabilize HCS cytotoxicity %: second read-out of MT stabilize HCS, no call of its own (marks repeat the call); toxicity, %; measured here: cytotoxicity by cell density;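 0% = mean cell density of plate MIN control wells and 100% = no cells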
Autophagy HCS cell loss 18 h: also measured in Autophagy HCS; calls as there; toxicity, %; measured here: cell loss, nuclei count;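 cell loss after 18 h compound exposure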
The depositor's hits bear a star; i = inactive; / = no result given. This is a subset; count on the stated rates, not on these rows.

SMILES	Yfh1-off respiration	Lipid droplet	Lipid droplet cells 6.5 µM	MT stabilize HCS	MT stabilize HCS Hoechst-high %	MT stabilize HCS cytotoxicity %	NOD2 inhibition	WT yeast gro inh	WT yeast gro inh mutant strain	Autophagy HCS	Autophagy HCS cell loss 18 h	Ins promoter up	Ins promoter up cell count	Dynein transport	Dynein transport cytoplasmic EGFP	Dynein transport nuclear GR-EGFP	Dynein transport cell count	b-catenin transl	b-catenin transl cell count 5 µM
CCOC(=O)C1(Cc2ccc(O)cc2)NC(c2ccco2)C2C(=O)N(c3ccccc3F)C(=O)C21 (stereo not drawn)	i	-2	765	3.5	1.0	2.3	9%	1	-7	i	19	0.92	1299	1.5	-0.19	1.3	0.011	0.1	967
COc1ccc(Cl)cc1NC(=O)Nc1ccccc1SC	i	3	674	2.8	2.8	5.1	-4%	4	-7	i	0	-0.52	1546	1.4	-0.27	1.6	-1.9	-2.5	933
O=C(c1cccc(S(=O)(=O)NCc2ccccc2)c1)N1CCN(Cc2ccccc2)CC1	i	0	752	1.5	1.3	3.9	0%	-8	-14	i	-2	0.38	1018	-1.5	-0.29	-0.64	1.8	0.1	1243
CCc1cccc(C)c1NC(=O)N(C)C1CCCCC1	i	6	729	/	/	/	-27%	/	/	/	/	0.45	1046	0.52	-0.28	0.32	-0.37	-1.1	1391
O=C(N/N=C/c1sc(N2CCOCC2)nc1-c1ccccc1)c1ccc(O)cc1	i	13	736	6.6	2.9	6.0	14%	-9	-6	i	11	-0.25	1343	-1.2	-0.38	0.17	1.6	0.7	1491
NC(=O)c1cc(N2C(=O)C=CC2=O)ccc1Cl	i	/	/	2.7	1.2	8.5	-1%	-1	-2	i	-31	0.27	1610	-1.4	2.9	0.52	-7.6	-2.7	957
O=C(Oc1cccc2cccnc12)c1ccc2c(c1)OCCO2	i	-20	802	2.0	2.6	24	1%	0	2	i	1	1.2	1203	-1.2	-0.28	-0.41	0.46	-0.3	1090
Nc1nnnn1CC(=O)N/N=C/c1cccs1	i	4	733	/	/	/	10%	/	/	/	/	-1.5	1424	-0.48	-0.3	-0.23	0.18	-2.7	1159
CC(C)(C)c1ccc2c(c1)OCC(C(=O)O)O2 (stereo not drawn)	i	6	688	2.3	2.1	28	-6%	-3	4	i	-4	-0.74	1217	-0.038	-0.22	0.29	-0.99	/	/
Cc1c(NC(=O)CN2C(=O)c3cccc4cccc2c34)c(=O)n(-c2ccccc2)n1C	i	24	600	1.9	2.8	6.4	11%	-9	5	i	-3	0.62	1805	0.055	-0.22	0.22	-0.76	-0.9	1115
N#C/C(=N\Nc1ccc(Cl)cc1)C(=N)N1CCCCC1	i	/	/	2.9	2.0	3.7	-239%	0	-14	i	-7	-0.42	1139	2.1	-0.12	0.54	-1.1	-0.8	1389
S=c1[nH]c2cc(Br)cnc2[nH]1	i	1	748	/	/	/	19%	/	/	/	/	-0.23	1338	0.27	-0.24	0.11	-0.46	-0.5	1002
Cc1c(NC(=O)CSc2nnc(-c3ccco3)n2-c2ccccc2)c(=O)n(-c2ccccc2)n1C	i	/	/	2.0	2.8	8.6	7%	-21	1	i	15	0.05	1125	-1.5	-0.22	-0.78	1.8	-4.2	1021
O=C1C(Nc2ccccc2)=C(NS(=O)(=O)c2ccccc2)C(=O)c2ccccc21	i	2	628	2.2	1.6	6.9	13%	17	24	i	32	-0.13	1362	-0.48	-0.16	-0.1	0.5	-2.7	515
Cc1cc(C)nc(N(C#N)CC(=O)c2ccccc2)n1	i	1	733	2.4	2.8	3.9	4%	3	12	i	7	0.19	1201	-1.2	-0.21	-0.62	0.74	2.4	858
CNC(=O)NC(=S)NC(=O)c1ccc(OC)cc1	i	/	/	1.7	1.4	0.0	-4%	-12	2	i	-3	-0.38	1634	-0.13	-0.16	-0.26	0.08	-0.8	1331
Cc1cccc(NC(c2ccc(C)s2)c2ccc3ccc(C)nc3c2O)n1 (stereo not drawn)	i	15	628	2.2	2.5	7.0	-80%	88	90	i	1	0.52	1528	-0.61	-0.077	-0.42	0.027	-1.8	1100
O=C(Nc1ccc2c(c1)OCCO2)c1cc2ccccc2o1	i	7	701	1.7	2.3	4.6	-138%	1	-12	i	-3	0.1	1255	0.33	-0.32	0.19	-0.13	-0.3	1111
C#CCOCCOCCOCCNc1nc(N2CCN(C(=O)C([C@@H](C)CC)n3cc(C(N)Cc4ccc(O)cc4)nn3)CC2)nc(N2CCN(C(=O)[C@H](CCC(=O)O)n3cc(C(N)[C@H](C)CC)nn3)CC2)n1 (stereo partly drawn)	i	5	773	4.2	1.6	0.2	-10%	2	7	i	10	0	1501	-0.098	-0.28	0.23	-0.33	0.8	1042
O=C(NNc1cccc(Cl)c1)c1cccnc1Cl	i	0	716	3.3	3.8	8.0	-68%	63	67	i	-13	-0.31	1155	-1.1	-0.3	-0.85	1.2	2.3	551
CCOC(=O)c1ccccc1NC(=O)Nc1ccc(OC)c(OC)c1	i	-16	652	3.2	1.3	5.1	12%	21	-4	i	-1	-0.59	1289	0.23	-0.21	0.48	0.21	-1.8	1185
CCCC(=O)Nc1nc2c(OC)ccc(OC)c2s1	i	/	/	6.4	4.5	7.5	9%	5	6	i	-5	-0.9	777	-0.7	-0.17	-0.24	0.27	/	/
COc1ccc(OCCSc2nc3ccccc3c(=O)[nH]2)cc1	i	/	/	1.9	1.5	8.3	-26%	-18	6	i	-7	0.74	1520	-0.42	-0.13	0.15	0.47	1.8	1360
CCn1c(CN2CCCCCC2=O)nnc1SCc1cnc(-c2ccccc2)s1	i	/	/	2.6	2.3	3.7	15%	-2	-5	i	-1	-3.1	1028	-0.031	-0.17	0.16	-0.03	0.4	905
CC(C)C(NC(=O)C(NC(=O)C1O[C@@H]2OC(C)(C)O[C@@H]2[C@H]2OC(C)(C)O[C@@H]12)C(C)C)C(=O)O (stereo partly drawn)	i	-5	716	3.9	2.3	8.8	20%	-3	-15	i	14	-0.79	1220	-0.54	0.0067	-0.16	0.35	2.4	1059
SMILES	Yfh1-off respiration	Lipid droplet	Lipid droplet cells 6.5 µM	MT stabilize HCS	MT stabilize HCS Hoechst-high %	MT stabilize HCS cytotoxicity %	NOD2 inhibition	WT yeast gro inh	WT yeast gro inh mutant strain	Autophagy HCS	Autophagy HCS cell loss 18 h	Ins promoter up	Ins promoter up cell count	Dynein transport	Dynein transport cytoplasmic EGFP	Dynein transport nuclear GR-EGFP	Dynein transport cell count	b-catenin transl	b-catenin transl cell count 5 µM
O=C(Nc1ncn[nH]1)c1cc(S(=O)(=O)Nc2ccc(Cl)cc2)ccc1Cl	i	-8	596	1.5	3.1	8.4	23%	-14	0	i	1	0.11	1247	-1.2	-0.28	-0.86	1	-1.3	964
COc1ccc(-c2nn(-c3ccccc3)cc2C(=O)Nc2nccs2)cc1	i	2	748	18	16	24	-2%	42	34	i	-3	-2	900	-0.11	-0.0076	-0.12	-0.3	-0.9	1144
O=C(Nc1nc2c(ccc3ccccc32)s1)c1cc([N+](=O)[O-])ccc1N1CCOCC1	i	-3	584	2.2	2.3	7.4	-87%	-4	18	i	17	-0.35	1307	-0.34	-0.22	0.12	0.59	0.2	1514
Cc1cc(C(F)F)n2ncc(C(=O)NCc3ccccc3F)c2n1	i	2	752	1.1	1.8	8.5	2%	1	-10	i	1	-1.3	1396	-0.74	-0.31	-0.75	1.1	/	/
Clc1ccc(OCCn2c(-c3ccco3)nc3ccccc32)cc1	i	-22	799	0.8	0.9	8.3	-10%	83*	64*	i	-4	/	/	0.77	0.17	0.86	-1.1	-5.8	1192
O=C(Nc1cc(C(F)(F)F)ccc1N1CCOCC1)c1ccc2ccccc2n1	i	/	/	2.5	2.5	4.5	-20%	-15	-55	i	8	-2	1038	-0.53	-0.24	-0.2	1.7	-2.7	991
COc1ccc(C(=O)N/C=C/n2cnc3cc(C(F)(F)F)ccc32)cc1	i	7	676	/	/	/	7%	/	/	/	/	-0.26	1028	-0.36	-0.82	-0.51	0.11	-2.1	1361
Cc1ccc(N(CC(=O)NC2CCC(C)CC2)S(=O)(=O)c2cccnc2)cc1 (stereo not drawn)	i	/	/	6.0	2.3	11	-3%	-1	2	i	4	-0.25	969	0.38	-0.19	0.29	-0.33	/	/
O=C(O)c1cccc(N2C(=O)/C(=C/c3ccc([N+](=O)[O-])cc3)C=C2c2ccccc2)c1	i	-5	717	3.2	1.2	4.0	-68%	9	3	i	23	-0.38	1133	1.8	-0.32	1.3	-0.2	-0.6	1154
CCCCC(CCC(=O)Nc1ccccc1C(=O)OCC)C(=O)O (stereo not drawn)	i	3	717	3.2	2.2	12	-3%	10	20	i	24	0.18	1723	-0.3	-0.28	0.17	0.23	-0.9	1129

Screening data as filed in PubChem BioAssay.
